OX1R antag-1: blocks the human orexin 1 receptor; O43613; OX1R-expressing cells, FRET antagonist read-out; inhibition, % at 6.6 µM; actives 1.8% (n = 330,000); AID 485270; in the data active means inhibition mostly above about 38%, no sharp cut-off; inactive means mostly below about 40%;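 further: 0% = agonist challenge alone and 100% = reference antagonist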
Target sequence (O43613 whole entry, looked up): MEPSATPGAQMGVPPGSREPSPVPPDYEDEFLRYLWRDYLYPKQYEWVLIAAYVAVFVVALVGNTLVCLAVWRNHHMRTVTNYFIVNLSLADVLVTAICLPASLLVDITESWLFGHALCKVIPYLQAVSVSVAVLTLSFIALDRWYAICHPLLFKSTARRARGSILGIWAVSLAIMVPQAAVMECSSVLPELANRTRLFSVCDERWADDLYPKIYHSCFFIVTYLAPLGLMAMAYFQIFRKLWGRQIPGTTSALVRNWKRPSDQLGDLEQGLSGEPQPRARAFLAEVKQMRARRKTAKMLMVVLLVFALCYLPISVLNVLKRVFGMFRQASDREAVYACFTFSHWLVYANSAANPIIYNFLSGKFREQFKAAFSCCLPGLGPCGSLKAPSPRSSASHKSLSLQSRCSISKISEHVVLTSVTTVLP
CHT allo act: human CHT allosteric activation; Q9GZV3; CHT-expressing cells, membrane potential dye, choline EC20; active compounds read high; LV-AA mutant CHT in HEK293 cells; B-score at 10 µM; actives 0.49% (n = 310,000); AID 488977;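 active means initial fluorescence not abnormally high and integrated response B-score, plate-corrected, over 3 SD above library mean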
Target sequence (Q9GZV3 whole entry, looked up): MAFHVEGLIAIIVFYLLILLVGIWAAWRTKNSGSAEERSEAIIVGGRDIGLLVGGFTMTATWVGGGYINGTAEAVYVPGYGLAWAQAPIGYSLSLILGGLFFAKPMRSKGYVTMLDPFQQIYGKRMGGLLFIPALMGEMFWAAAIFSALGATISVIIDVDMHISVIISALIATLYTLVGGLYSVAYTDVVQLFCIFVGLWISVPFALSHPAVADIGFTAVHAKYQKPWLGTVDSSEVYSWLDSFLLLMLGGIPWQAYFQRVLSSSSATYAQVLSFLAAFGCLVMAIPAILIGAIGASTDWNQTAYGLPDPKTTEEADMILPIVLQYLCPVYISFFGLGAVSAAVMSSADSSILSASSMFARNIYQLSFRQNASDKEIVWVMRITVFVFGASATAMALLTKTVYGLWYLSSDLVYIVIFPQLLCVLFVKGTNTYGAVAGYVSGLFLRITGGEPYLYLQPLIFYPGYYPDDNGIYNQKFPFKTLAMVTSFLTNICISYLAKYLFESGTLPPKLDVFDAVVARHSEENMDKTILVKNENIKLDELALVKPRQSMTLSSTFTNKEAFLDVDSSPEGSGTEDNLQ
OX1R antag-2: human HCRTR1 antagonism. inhibition, % at 5 µM. O43613. AID 434989. actives 0.43% (n = 330,000). CHO/OX1R cells, Fluo-8 calcium fluorescence, orexin A;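 active means inhibition above its plate's threshold, mean inhibition of all tested compounds on the plate plus 3 SD, cut at about 37% in these data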;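 further: 0% = orexin A challenge wells and 100% = SB-334867-A antagonist wells; not every result past the cut was called active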
Active calls of the source: *; i = inactive; . = not tested or not shown.

| molecule | OX1R antag-1 | CHT allo act | OX1R antag-2 |
| --- | --- | --- | --- |
| CC(C)(C)c1nc2sc3c(c2c(=O)o1)CCCC3 | 5.3 | i | -0.8 |
| CC(C)(C)C(=O)/C=C(\N)c1ccccn1 | 16.2 | i | -2.9 |
| COc1cccc(OCc2nnc(SCC(=O)NNC(=O)C3CCCCC3)n2C)c1 | 6.8 | i | -18.9 |
| CC(C)(C)NS(=O)(=O)c1cc(C(=O)Nc2sccc2C#N)ccc1Cl | 15.8 | i | -15.0 |
| Cc1cnc(C)c(N2CCC(C(=O)NCc3cccs3)CC2)n1 | 31.9 | i | -19.3 |
| COc1ncnc2c1sc1nc(-c3ccccc3)c3c(c12)CCCC3 | 19.5 | i | -15.5 |
| COc1cccc(C(c2sc3ncnn3c2O)N2CC(C)OC(C)C2)c1 (stereo unspecified) | 5.5 | i | -5.8 |
| Cc1ccc(O)c(CCc2ccccc2)n1 | 9.1 | i | -12.1 |
| CCn1c(=O)c2c3c(sc2n(C)c1=O)CCC3 | 9.7 | i | -5.4 |
| CC1CCCCN1CCCNC(=O)C1CCN(c2nc3ccccc3o2)CC1 (stereo unspecified) | 19.1 | i | -1.2 |
| COc1ccc2[nH]c(C(=O)N(C)c3ccc(F)cc3F)cc2c1 | 6.8 | i | -12.1 |
| CN(C)S(=O)(=O)NCCNc1ccc(C(F)(F)F)cc1[N+](=O)[O-] | 9.7 | i | -6.2 |
| S=c1[nH]nc(-c2ccc(Cl)cc2)n1-c1ccc(Cl)cc1 | 17.7 | i | -12.3 |
| CCOC(=O)c1[nH]ncc1CN1CCCC(C(=O)c2cccc3ccccc23)C1 (stereo unspecified) | 4.3 | i | -13.2 |
| O=C(Nc1ccc(F)c(Cl)c1)N1CCCC1 | 22.4 | i | 4.5 |
| CCOC(=O)c1ccc(NC(=O)c2ccc(C)c(S(=O)(=O)N3CCOCC3)c2)cc1 | 40.4 | i | 4.8 |
| COc1ccc([C@H]2CC(=O)C=C(c3ccccc3OC)C2)cc1OC | 12.2 | . | -4.6 |
| COc1cc(C(C)=O)ccc1OCc1cc(C(=O)N(C)CCC2CCCCO2)no1 (stereo unspecified) | 16.0 | i | -35.8 |
| COc1ccc(-c2nn(-c3ccccc3)cc2C(=O)O)cc1N | 3.0 | i | -4.5 |
| Cc1ccc(C)c(NC(=S)N2CCC(NC(=O)C3CCCCC3)CC2)c1 | 17.4 | i | -9.3 |
| CCOC(=O)C1CCN(c2nc(C)cc(C)c2C#N)CC1 | 17.5 | i | -14.9 |
| O=C(NC1CCCN(CCc2ccccc2)C1)c1c(F)cccc1F (stereo unspecified) | 18.6 | i | -16.4 |
| CC(=O)c1cccc(NC(=O)CCc2nnc3ccc(N4CCN(C)CC4)nn23)c1 | 6.5 | i | -3.3 |
| C=CCc1cc(OC)ccc1OCCOCCC(C(=O)OCC)C(=O)OCC | 6.0 | i | -35.0 |
| CN(c1ccccc1)S(=O)(=O)c1cccc(C(=O)NCCCN2CCCC2=O)c1 | 1.8 | i | -15.3 |
| O=C(CN1C(=O)NC(Cc2c[nH]c3ccccc23)C1=O)Nc1ccccc1Br (stereo unspecified) | 12.9 | . | -10.1 |
| COC(=O)C1=C(C)N(Cc2ccc(C)cc2)C(=O)C1 | 13.2 | i | -18.8 |
| COc1ccc(/C=C2\CCCC3C2=NN(C(=O)COC(=O)CNC(=O)c2ccccc2)C3c2ccc(OC)cc2)cc1 (stereo unspecified) | 0.0 | i | -4.1 |
| Cc1cc(OC(=O)c2cc([N+](=O)[O-])ccc2Cl)c([N+](=O)[O-])c(=O)[nH]1 | 17.2 | i | -3.2 |
| COc1ccc(CCN2CN(S(=O)(=O)c3ccc(OC)cc3)c3nc4ccccc4nc32)cc1 | 5.9 | i | -12.3 |

Part of the list above, reformatted:
Under each structure: OX1R antag-1	CHT allo act	OX1R antag-2
> COc1ccc2[nH]c(C(=O)N(C)c3ccc(F)cc3F)cc2c1
    6.8	i	-12.1
> CN(C)S(=O)(=O)NCCNc1ccc(C(F)(F)F)cc1[N+](=O)[O-]
    9.7	i	-6.2
> S=c1[nH]nc(-c2ccc(Cl)cc2)n1-c1ccc(Cl)cc1
    17.7	i	-12.3
> CCOC(=O)c1[nH]ncc1CN1CCCC(C(=O)c2cccc3ccccc23)C1 (stereo unspecified)
    4.3	i	-13.2
> O=C(Nc1ccc(F)c(Cl)c1)N1CCCC1
    22.4	i	4.5
> CCOC(=O)c1ccc(NC(=O)c2ccc(C)c(S(=O)(=O)N3CCOCC3)c2)cc1
    40.4	i	4.8
> COc1ccc([C@H]2CC(=O)C=C(c3ccccc3OC)C2)cc1OC
    12.2	.	-4.6
> COc1cc(C(C)=O)ccc1OCc1cc(C(=O)N(C)CCC2CCCCO2)no1 (stereo unspecified)
    16.0	i	-35.8
> COc1ccc(-c2nn(-c3ccccc3)cc2C(=O)O)cc1N
    3.0	i	-4.5
> Cc1ccc(C)c(NC(=S)N2CCC(NC(=O)C3CCCCC3)CC2)c1
    17.4	i	-9.3
> CCOC(=O)C1CCN(c2nc(C)cc(C)c2C#N)CC1
    17.5	i	-14.9
> O=C(NC1CCCN(CCc2ccccc2)C1)c1c(F)cccc1F (stereo unspecified)
    18.6	i	-16.4
> CC(=O)c1cccc(NC(=O)CCc2nnc3ccc(N4CCN(C)CC4)nn23)c1
    6.5	i	-3.3
> C=CCc1cc(OC)ccc1OCCOCCC(C(=O)OCC)C(=O)OCC
    6.0	i	-35.0
> CN(c1ccccc1)S(=O)(=O)c1cccc(C(=O)NCCCN2CCCC2=O)c1
    1.8	i	-15.3
> O=C(CN1C(=O)NC(Cc2c[nH]c3ccccc23)C1=O)Nc1ccccc1Br (stereo unspecified)
    12.9	.	-10.1
> COC(=O)C1=C(C)N(Cc2ccc(C)cc2)C(=O)C1
    13.2	i	-18.8

Molecules shown so far with a nitro group on carbon, in the order listed:
| molecule | OX1R antag-1 | CHT allo act | OX1R antag-2 |
| --- | --- | --- | --- |
| CN(C)S(=O)(=O)NCCNc1ccc(C(F)(F)F)cc1[N+](=O)[O-] | 9.7 | i | -6.2 |
| Cc1cc(OC(=O)c2cc([N+](=O)[O-])ccc2Cl)c([N+](=O)[O-])c(=O)[nH]1 | 17.2 | i | -3.2 |

Following part:
| molecule | OX1R antag-1 | CHT allo act | OX1R antag-2 |
| --- | --- | --- | --- |
| CCN(c1ccccc1)S(=O)(=O)c1ccc(OC)c(NC(=O)CN(C)C)c1 | 5.5 | i | -24.3 |
| O=C(O)c1cc2cc(Oc3ccccc3)ccc2[nH]1 | 7.2 | i | -0.8 |
| CCc1c(C(=O)NC2CCCc3ccccc32)[nH]c(C)c1C(C)=O (stereo unspecified) | 12.3 | i | -7.2 |
| Cc1c(CC(=O)NCCC(=O)O)c(=O)oc2cc3oc4c(c3cc12)CCCC4 | 2.0 | i | -10.3 |
| COc1cccc(C(C)NC(=O)Nc2ccccc2Cl)c1 (stereo unspecified) | 20.4 | i | -25.8 |
| CC(=O)Cc1ccccc1OCC(=O)O | -1.4 | i | -13.6 |
| CC(C)(C)C(=O)Nc1nnc(SCC(=O)NCc2ccco2)s1 | 4.6 | i | -6.1 |
| Cc1ccc(S(=O)(=O)/C(=C/Cl)NC(=O)c2ccccc2)cc1 | 10.8 | i | -11.8 |
| O=C(NCc1ccc2c(c1)OCO2)c1ccc2c(c1)N(Cc1c(F)cccc1Cl)C(=O)CS2 | 31.2 | i | -5.7 |
| CC(C)C[C@H](NC(=O)c1nc[nH]c1C(=O)N1CCC(C)CC1)C(=O)OC(C)(C)C | 15.1 | i | -23.9 |
| COc1ccc(N2CCN(S(=O)(=O)c3c(C(=O)N4CCOCC4)c(C)n(C)c3C)CC2)cc1 | 9.3 | i | -15.1 |
| CCOc1cc(-c2c(C#N)c(N)nc3c2CCCC3)ccc1O | 26.6 | i | -31.4 |
| CCOC(=O)c1sc(NCC2CCCO2)nc1C (stereo unspecified) | 21.6 | i | -26.1 |
| O=S(=O)(c1ccc(F)c(Cl)c1)N1CCN(C/C=C/c2ccccc2)CC1 | 12.6 | . | 0.5 |
| Cc1cnc2c(c1)C(=O)c1ccccc1-2 | 17.7 | i | -1.2 |
| Cn1cc(S(=O)(=O)N2CCOCC2)cc1C(=O)NCc1ccccc1Cl | 8.0 | i | -19.2 |
| CCOP(=O)(OCC)C(C)(C)NC(=O)Nc1ccc(Cl)c(Cl)c1 | 22.3 | i | 5.1 |
| Nn1cnnc1N/N=C/c1ccccc1C(F)(F)F | 30.4 | i | 2.1 |
| Cc1ccccc1Cn1cc(/C=N/n2cnnc2)c2ccccc21 | 15.9 | i | -26.4 |
| CC(C)(C)c1cc(C(F)(F)F)c(C#N)c(=O)[nH]1 | 21.0 | i | -6.9 |
| O=C(Nc1cc(S(=O)(=O)Nc2ccccc2F)ccc1Cl)c1ccc(F)cc1F | 31.2 | . | 17.3 |
| COc1ccc(C(=O)N/N=C(\C)CC(=O)Nc2ccc3ccccc3c2)c(OC)c1 | 13.6 | i | -11.9 |
| CC(=O)N1CCCc2ccc(NS(=O)(=O)c3ccc(C)c(C)c3)cc21 | 1.6 | i | 0.5 |
| COc1cc(CNCCN(C)C)ccc1OCc1c(F)cccc1Cl | 21.1 | i | -28.8 |
| CCC1=C2CC[C@H]3C(=O)N(c4ccccc4)C(=O)[C@H]3[C@H]2[C@@]2(C)C(=NCC(=O)OC)OC(=O)N2C1=O | 23.6 | i | -8.0 |
| CNc1c(N=Cc2cccnc2)c(=O)n(C)c(=O)n1C | 8.3 | i | -4.3 |
| Nc1c(C(=O)NC2CC2)sc2nc3c(c(-c4ccco4)c12)CC/C3=C/c1ccco1 | 18.9 | i | 3.5 |
| CCc1ccc(NC(=O)C(C)OC(=O)CN2C(=O)NC3(CCCC3)C2=O)cc1 (stereo unspecified) | -0.6 | . | -25.3 |
| CC(NC(=S)N1CCOCC1)c1ccccc1 (stereo unspecified) | 19.6 | i | 2.5 |
| CC(NC(=O)c1cc2ccccc2oc1=O)c1ccccc1 (stereo unspecified) | 3.7 | i | -28.8 |
| CCOC(=O)[C@H]1[C@H]2COc3ccc(Cl)cc3[C@@H]2N2C(=O)c3cc(F)ccc3NC(=O)[C@@]12C | 9.5 | i | -13.8 |
| COc1ccccc1N1CCN(C(=O)CSc2nc(N)cc(=O)[nH]2)CC1 | 5.5 | i | -2.3 |
| O=C(c1ccccc1F)N1CCN(C2CCC(c3ccccc3)CC2)CC1 (stereo unspecified) | -5.2 | i | -23.2 |
| O=C(NCc1ccco1)c1ccc(Cl)c(S(=O)(=O)N2CCCC2)c1 | 3.6 | . | -8.8 |
| O=c1oc(CCCO)cc2ccc(C#CC3(O)CCCCC3)cc12 | 12.9 | . | 7.5 |
| COc1ccc(-n2c(=S)[nH]c3sc4c(c3c2=O)CCc2ccccc2-4)cc1 | 5.6 | i | -0.3 |
| COc1cccc(C(=O)Nc2nnc(-c3cccs3)s2)c1 | 42.5 | i | 15.4 |
| CCC(=O)c1ccc(OCC(O)CN2CCN(c3cccc(C(F)(F)F)c3)CC2)cc1 (stereo unspecified) | 17.6 | i | -20.3 |
| CCC(NC(=O)NCCCn1ccnc1)(C(F)(F)F)C(F)(F)F | 8.0 | i | -1.8 |
| COc1ccccc1CNC(=O)c1nn(-c2ccc(C)cc2)c(=O)c2c1c1ccccc1n2C | 10.2 | i | -13.8 |
| C=CC[C@@H](CC(=O)N[C@@H](CO)Cc1ccccc1)C(=O)N[C@H](COC(=O)[C@@H](CC=C)Cc1ccc(F)cc1)C(C)(C)C | 7.5 | . | 33.4 |
| Cc1cc(Oc2ccc3ccccc3c2)nc(SCC(=O)c2ccccc2)n1 | 33.4 | 8.01* | -22.7 |
| COc1ccc(OCc2cc(C(=O)NCC3CCOCC3)no2)c(Cl)c1 | 26.8 | i | -32.2 |
| Cc1ccc(NC(=O)CCc2ccc(S(=O)(=O)N3CCOCC3)cc2)c(C)c1 | 4.3 | i | -13.6 |
| COC(=O)c1ccc(C(=S)N2CCOCC2)cc1 | 1.6 | i | -5.1 |
| CC(C)(C)C(=O)Nc1ccc(S(=O)(=O)Nc2nccs2)cc1 | 9.0 | i | -2.4 |
| COc1ccc(N2CCN(C(=O)CN(c3ccc(OC)cc3)S(=O)(=O)c3ccccc3)CC2)cc1 | 22.2 | i | -14.5 |
| Cc1cccc(/N=C/c2c(O)cc(C)oc2=O)n1 | 6.1 | i | 1.9 |
| COc1ccc(S(=O)(=O)N2CCCCC2)cc1NC(=O)CSc1nnc(C2CC2)n1C | 3.0 | . | -13.7 |
| CCCNC(=O)C1CCC(CNS(=O)(=O)c2ccc3c(c2)N(C(C)=O)CCO3)CC1 (stereo unspecified) | -2.8 | i | -13.9 |
| CCC(=O)NNC(=S)NC(=O)c1ccc(C)cc1 | 1.7 | i | -4.6 |
| CN(C)CCNC(=O)c1ccccc1-c1ccccc1 | 1.9 | i | -11.9 |
| OC1(c2ccc(Br)cc2)CCNCC1 | 3.3 | i | 0.9 |
| CC1Cc2nc(SCC(=O)Nc3nccs3)n(C)c(=O)c2S1 (stereo unspecified) | 10.8 | i | -21.3 |
| O=C(NC1CC1)c1cc2cc(Br)ccc2s1 | 23.1 | i | -8.7 |
| O=C(c1cccc(Cl)c1)N1CCN(Cc2ccc3c(c2)OCO3)CC1 | 12.1 | i | -21.8 |
| Cc1ccc(NC(=O)CCS(=O)(=O)c2ccc3c(c2)NC(=O)C(C)S3)cc1Cl (stereo unspecified) | 8.8 | i | -6.0 |
| COc1c2c(nc3occc13)C(CC=C(C)C)(OC)C(OC(C)=O)CC2 (stereo unspecified) | 34.7 | i | -17.4 |
| CCNS(=O)(=O)c1ccc(CCC(N)=O)cc1 | 8.5 | i | -0.2 |

Screening data as filed in PubChem BioAssay.
